From PubChem
ALDH1A1 block = ALDH1A1 (human) enzyme inhibition; P00352; Purified ALDH1A1, NADH fluorescence, propionaldehyde substrate; Potency, µM (titrated, usually from 75.3 µM), inactives show at the top dose activity, negative = inhibition, usual class: inhibitors; 7.3% of 220,000 active; AID 1030; active means well fitted inhibition curve with a large enough effect, not every such curve was filed as active; inconclusive means small, poorly fitted or top-dose-only effect, or another doubt; inactive means no such curve, though single readings can be large or run the other way;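 further: plate controls were no enzyme wells and a reference inhibitor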
GAA glycogen = alters human alpha-glucosidase cleavage of glycogen; recombinant GAA, glycogen substrate, Amplex Red glucose oxidase fluorescence; Potency, µM (top dose mostly 76.4 µM), inactives show top-dose activity change, negative = inhibition, actives largely listed as inhibitors; 0.38% of 300,000 active; AID 2100;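 further: 0% = full enzyme reaction and -100% = no-enzyme basal signal; the screen sought inhibitors and activators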
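Natural-substrate format: glycogen cleavage by 4 nM human enzyme, glucose read by Amplex Red coupling (Ex 573, Em 610 nm). Normalized to enzyme and no-enzyme controls.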
aGlu spleen mod = lysosomal alpha-glucosidase (human) modulation; P10253; human spleen homogenate, 4-MU-alpha-glucoside fluorescence; Potency, µM (series often up to 79.9 µM), inactives show at the highest dose activity change, negative = inhibition, actives largely listed as inhibitors; 0.006% of 240,000 active; AID 2112;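 further: 0% = enzyme with vehicle and -100% = no enzyme basal signal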
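Compounds were titrated against alpha-glucosidase in spleen homogenate at pH 5.0, with 1 mM 4-methylumbelliferyl substrate for 40 min at 37 C. Reactions were quenched with pH 10 NaOH/glycine and fluorescence measured.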
aGal spleen mod = inhibits or activates alpha-galactosidase in human spleen homogenate; AID 2107; human spleen homogenate, 4MU-alpha-Gal fluorescence, 40 min; 0.008% of 240,000 active; Potency, µM (highest dose often 80 µM), for the others: top-dose activity change, negative = inhibition, actives largely listed as inhibitors;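 further: 0% = enzyme with vehicle and -100% = no enzyme basal signal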
Target sequence (P06280 32-429 limits assumed): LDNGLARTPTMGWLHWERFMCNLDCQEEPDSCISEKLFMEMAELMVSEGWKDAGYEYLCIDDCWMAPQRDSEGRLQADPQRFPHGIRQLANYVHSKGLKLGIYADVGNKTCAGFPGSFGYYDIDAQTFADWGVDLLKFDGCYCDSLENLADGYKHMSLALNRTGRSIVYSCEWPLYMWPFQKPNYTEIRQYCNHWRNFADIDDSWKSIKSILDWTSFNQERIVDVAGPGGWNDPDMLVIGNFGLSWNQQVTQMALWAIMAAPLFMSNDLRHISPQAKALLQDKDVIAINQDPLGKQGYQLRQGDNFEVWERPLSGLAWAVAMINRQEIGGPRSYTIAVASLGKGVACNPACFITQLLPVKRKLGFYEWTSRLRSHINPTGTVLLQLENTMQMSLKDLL
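Human spleen homogenate (1 ug) was the enzyme source, with 4-methylumbelliferyl-alpha-D-galactopyranoside (1 mM final) in pH 5.0 citrate buffer with 0.01% Tween-20. Compounds were titrated; after 40 min at 37C, NaOH/glycine stop, 4-MU fluorescence read; AC50 from Hill fits.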
GAA inh = inhibitors of human lysosomal alpha-glucosidase; P10253; purified human GAA, 4-MU-alpha-glucoside fluorescence; Potency, µM (titrated, usually from 76.9 µM), for the others: top-dose activity change, negative = inhibition, usual class: inhibitors; 0.005% of 200,000 active; AID 1466;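 further: plate controls were uninhibited enzyme wells for no effect and no-enzyme background for full effect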
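Fluorogenic assay: 4 nM human alpha-glucosidase with 400 uM 4-methylumbelliferyl-alpha-D-pyranoside in 50 mM citrate/phosphate, 0.005% Tween-20, pH 5.0, 20 min at room temperature. Compounds tested up to 77 uM; AC50 from Hill fits.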
NPSR antag = blocks cAMP signaling of the human neuropeptide S receptor; AID 1461; 1% of 220,000 active; Potency, µM (doses to about 38.3 µM), without a hit: at the highest dose activity change, negative = inhibition, hits mostly inhibitors; Q6W5P4; CHO-NPSR cells, cAMP TR-FRET, antagonist mode; further: on the % scale 0 is the no-effect control and ±100 the full control effect; nearly all actives have a fitted effect of over 50% in size; many of its hits are not listed in these tables
Target sequence (Q6W5P4 whole entry, looked up): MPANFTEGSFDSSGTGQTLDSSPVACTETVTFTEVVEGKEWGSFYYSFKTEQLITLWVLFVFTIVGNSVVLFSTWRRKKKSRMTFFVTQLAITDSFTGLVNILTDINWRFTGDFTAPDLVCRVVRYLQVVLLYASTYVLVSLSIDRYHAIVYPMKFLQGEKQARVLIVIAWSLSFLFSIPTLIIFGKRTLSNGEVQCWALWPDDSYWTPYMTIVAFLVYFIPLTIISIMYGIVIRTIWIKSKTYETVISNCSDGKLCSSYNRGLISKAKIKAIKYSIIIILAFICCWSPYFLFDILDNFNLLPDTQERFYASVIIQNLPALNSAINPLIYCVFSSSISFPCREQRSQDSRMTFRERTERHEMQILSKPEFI
Epigenetic derep = derepresses silenced GFP reporter in murine cells; 0.2% of 280,000 active; Potency, µM (series often up to 53.9 µM), for inactives: at the top dose GFP activation, most hits filed as activators; murine LDR cells, GFP reporter derepression, 30 h; AID 1865; further: % of control where 0% means no effect; nearly all actives have a fitted effect of over 60% in size
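GFP-positive cell count by laser-scanning cytometry (objects 20–120 um) after 30 h, 37 C compound exposure of murine LDR cells; reporter is CMV-GFP integrated at a silenced locus, inducible by HDAC or DNMT inhibitors.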
Tau fluor counter = counter-screen for tau fibril formation inhibitors; AID 1463; tau K18 P301L Alexa594 fluorescence, heparin fibrillization; Potency, µM (doses to about 57.7 µM), without a hit: at the top dose activity change, negative = decrease; 0.93% of 280,000 active; further: on the % scale 0 is the no-effect control and ±100 the full control effect; nearly all actives have a fitted effect of over 55% in size
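Human tau K18 P301L (15 uM unlabeled, 0.24 uM Alexa 594-labeled) in 100 mM sodium acetate pH 7 with 20 uM heparin, 6 hr at 37 C. ThT 30 uM added, 1 hr ambient; Alexa 594 FP and total fluorescence read at 555/632 nm.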
* = called active by the depositor; ? = inconclusive; · = not tested or not shown; [ ] = remark or other dose. Unless noted, the call rests on the fitted dose curve; in most records, active means well fitted curve in the direction sought with a large enough effect; inconclusive means small, poorly fitted or top-dose-only effect, or another doubt; inactive means no such curve, though single readings can be large; an effect the other way counts as inactive or inconclusive. Potency means the concentration at half of the fitted maximal effect. A portion of the library, so the mix of outcomes need not match the whole.

Preview (2 entries):
nr	SMILES	ALDH1A1 block	GAA glycogen	aGlu spleen mod	aGal spleen mod	GAA inh	NPSR antag	Epigenetic derep	Tau fluor counter
1	CC(C)OCCCN1C(=O)c2[nH]nc(-c3ccccc3O)c2C1c1cccc(Cl)c1 (stereo unspecified)	-7%	-20%	-6%	-8%	3%	?	1.0%	?
2	O=C1CC(CCC(=O)NC2CC2)c2ccccc2N1 (stereo unspecified)	-6%	7%	-10%	-7%	?	-6%[46.1 µM]	-1.2%	4%

The list itself (from the top)
nr	SMILES	ALDH1A1 block	GAA glycogen	aGlu spleen mod	aGal spleen mod	GAA inh	NPSR antag	Epigenetic derep	Tau fluor counter
1	CC(C)OCCCN1C(=O)c2[nH]nc(-c3ccccc3O)c2C1c1cccc(Cl)c1 (stereo unspecified)	-7%	-20%	-6%	-8%	3%	?	1.0%	?
2	O=C1CC(CCC(=O)NC2CC2)c2ccccc2N1 (stereo unspecified)	-6%	7%	-10%	-7%	?	-6%[46.1 µM]	-1.2%	4%
3	CCn1cnc2cc(NCc3cccc(OC)c3O)ccc21	?	16µM*	-5%	-8%	1%	-25%[46.1 µM]	0.9%	-12%
4	CCOC(=O)CSc1ncnc2c1cnn2-c1ccc(Cl)cc1	-10%	5%	11%	9%	0%	-20%[46.1 µM]	0.2%	-12%
5	CCc1nn(CC(=O)Nc2cc(C)ccc2C)c(=N)s1	-3%	2%	0%	-13%	-6%	10%	-3.8%	-1%
6	Nc1ccc(C(=O)Nc2cccc(N)c2)cc1	9%	2%	-1%	-10%	-6%	-7%	-0.3%	-8%
7	O=C(Cn1nc(CNc2ccc(Cl)cc2)[n+]2c1CCCCC2)c1ccccc1	8%	11%	-2%	1%	-6%	8%	1.1%	-2%
8	Cc1nn(-c2ccccc2)c(N)c1C1(O)C(=O)N(C)c2ccccc21 (stereo unspecified)	2%	-1%	-15%	1%	-5%	6%	5.0%	1%
9	COc1ccc(-c2nnc(SCC(=O)Nc3nncs3)o2)cc1	5%	-6%	-8%	-13%	-2%	-29%	0.7%	-7%
10	CN(C)C(=S)Nc1ccc2c(c1)OCCO2	2%	2%	-3%	-8%	-10%[15.4 µM]	-18%	-0.4%	1%
11	CC(/C=N/NC(=O)c1cc(C2CC2)[nH]n1)=C\c1ccccc1	·	7%	1%	3%	·	5%	4.3%	?
12	COc1ccc(N2CC(C(=O)Nc3nnc(SCc4ccccn4)s3)CC2=O)cc1 (stereo unspecified)	?	6%	1%	-2%	0%	-9%	-1.1%	-16%
13	Cc1ccc2[nH]c(=O)c(CN(Cc3ccc4c(c3)OCO4)Cc3nnnn3Cc3ccco3)cc2c1	25µM*	-2%	-4%	-2%	-3%	?	-0.8%	-15%
14	CCOC(=O)C(=Cc1ccccc1OC)C(=O)OCC	-3%	-3%	-5%	12%	?	17%	22µM*	-2%
15	CC1=Nc2ccc3ccccc3c2C1(C)C	-8%	10%	5%	3%	-3%	6%	?	-2%
16	CN(C)c1ccc(CNc2ncc(Br)cc2Br)cc1	3.2µM*	4%	-6%	4%	-2%	-16%[46.1 µM]	-1.2%	?
17	CCc1cc(=O)oc2cc(C)c3c(C)coc3c12	?	-4%	-3%	2%	1%	-3%[46.1 µM]	2.0%	1%
18	CCCSc1nc(O)c(C2OC(=O)c3c2ccc(OC)c3OC)c(=O)n1-c1ccccc1 (stereo unspecified)	5%	-13%	-1%	3%	-5%	-3%[46.1 µM]	-2.9%	-13%
19	CCn1c(Sc2nc(C)nc3scc(-c4cccs4)c23)n[nH]c1=O	?	2%	-6%	3%	1%	-26%[46.1 µM]	1.0%	-8%
20	C=CCn1c(SCC(=O)Nc2ccc(N(C)C)cc2)nnc1-c1cccc(C)c1	?	1%	-6%	-1%	-4%	-22%[46.1 µM]	-0.1%	-22%
21	c1ccc2c(-c3nc(C4CCCCC4)no3)cc(-c3ccncc3)nc2c1	?	-6%	0%	1%	3%	-22%[46.1 µM]	3.6%	-10%
22	CSc1ccc(/C=C(\NC(=O)c2ccccc2)C(=O)NN)cc1	·	-5%	-3%	-2%	·	6%	0.1%	-5%
23	COc1ccc(CNC(=O)c2c(C)oc3c2C(=O)c2ccccc2C3=O)cc1	?	0%	-4%	0%	-5%	-4%	-1.3%	?
24	O=C(CCl)N1CCN2C(=O)c3ccccc3C12c1ccc(Cl)cc1 (stereo unspecified)	10%	6%	1%	2%	4%	?	-2.5%	17%
25	Nc1nc(N)c(N=Nc2ccc(C(=O)O)cc2)c(N)n1	·	3%	-4%	5%	·	15%	0.0%	-10%
26	CCn1c(=O)c2cc(C(=O)N(C)c3cc(C)ccc3OC)sc2c2ccccc21	·	-1%	4%	1%	·	-46%	-5.6%	-10%
27	C[N+](C)(C)CCOP(=O)([O-])OP(=O)(O)OCC1OC(n2ccc(N)nc2=O)C(O)C1O (stereo unspecified)	8%	·	1%	-8%	·	·	0.0%	-4%
28	O=C(CCNC(=O)c1ccccc1Cl)Nc1cc(S(=O)(=O)N2CCOCC2)ccc1N1CCCC1	·	-3%	0%	5%	·	4%	-0.7%	17%
29	COCCn1c(SCc2ccccc2F)nc2ccccc2c1=O	?	3%	-3%	-3%	-8%	-48%	-0.3%	-10%
30	O=C(NCc1ccc2[nH]c3c(c2c1)CCCC3)N1CCOCC1	?	-17%	3%	3%	4%	-11%[46.1 µM]	2.3%	-14%

Values by screen from the list.
GAA glycogen, compounds 21–29 → -6%, -5%, 0%, 6%, 3%, -1%, ·, -3%, 3%
Epigenetic derep, compounds 21–29 → 3.6%, 0.1%, -1.3%, -2.5%, 0.0%, -5.6%, 0.0%, -0.7%, -0.3%

Further structures follow.
nr	SMILES	ALDH1A1 block	GAA glycogen	aGlu spleen mod	aGal spleen mod	GAA inh	NPSR antag	Epigenetic derep	Tau fluor counter
31	O=C(O)C1=C[C@@H](O)[C@@H](O)[C@H](O)C1	12%	·	6%	2%	·	·	-0.8%	-3%
32	COc1ccccc1N(CC(=O)NC1CCCCC1)S(C)(=O)=O	6%	3%	0%	-1%	-10%	-11%[46.1 µM]	-2.7%	5%
33	CCc1nnc2cccc(Cl)n12	5%	13%	4%	-6%	0%	14%	-1.9%	11%
34	Cn1cc(C(=O)Nc2cccc(F)c2)cn1	-6%	18%	-3%	7%	8%	-2%[46.1 µM]	-1.1%	2%
35	CCCCCCCC[n+]1cccc2c3ccccc3ccc21	?	1%	5%	11%	?	-51%	1.0%	-6%
36	CCn1c(O)c(N=NC(=O)Cn2ccc(C(F)(F)F)n2)c2ccccc21	12%	1%	-5%	0%	-3%	-16%	-0.9%	7%
37	Cc1ccc(-n2c(Cl)c(Cl)nc(Cl)c2=O)cc1	0.63µM*	-4%	-11%	4%	-6%	10µM*	-0.1%	-8%
38	CCC1(C)Cc2[nH]c(=O)c(C#N)cc2CO1 (stereo unspecified)	?	7%	7%	15%	7%	19%	1.1%	-12%
39	Cc1cc(OCc2ccc(C(=O)NN=C3CCCC3)cc2)ccc1Cl	?	-3%	5%	-2%	-4%	-8%	5.5%	7%
40	CCCCN(CC)CCNC(=O)c1[nH]c(C)c(C(C)=O)c1C	10µM*	-5%	-6%	9%	-2%	2%[46.1 µM]	-3.9%	-4%
41	Cc1cccc(C)c1OCc1n[nH]c(=S)n1-c1ccccc1	-8%	-23%	-13%	-2%	?	-34%	3.0%	-5%
42	CCOC(=O)c1c(C)[nH]c(C)c1C(=O)CSc1nnnn1-c1ccccc1	32µM*	-2%	-1%	6%	-1%	-12%[46.1 µM]	-7.6%	-25%
43	C=CCc1cccc(C=Nc2cc(Br)ccc2O)c1O	-4%	?	-6%	-3%	-5%	-6%	-7.3%	-18%
44	CCOc1ncccc1C(=O)N1CCN(S(=O)(=O)c2ccc(Br)cc2Cl)CC1	10%	6%	-3%	-1%	-7%	-19%	1.1%	-5%
45	COc1ccc(C(=O)NCC(=O)OCC(=O)NC2CCCC2)cc1	?	-1%	5%	3%	5%	6%	-2.2%	8%
46	COc1ccc(S(=O)(=O)NC(CC(=O)NC2CCCC2)c2ccco2)cc1 (stereo unspecified)	?	16%	-5%	-11%	4%	-2%[46.1 µM]	-1.1%	-1%
47	Cc1cccc(N/N=C(\C#N)S(=O)(=O)C(C)(C)C)c1	6%	2%	-2%	-11%	-15%	7%	2.4%	-8%
48	N#Cc1c(N)nc(-c2ccccc2)nc1-c1ccccc1	6%	5%	-17%	5%	-1%	-18%[46.1 µM]	-7.8%	0%
49	COc1ccc(N2C(S)=C(C#N)C(=O)NC2c2ccco2)cc1 (stereo unspecified)	?	3%	-2%	1%	-15%	-10%	8.0%	-13%
50	O=C(CN(Cc1ccccc1)S(=O)(=O)c1ccccc1)N/N=C/c1ccc2c(c1)OCO2	?	-5%	-6%	7%	3%	?	2.6%	?
51	CCCc1[nH]c(=O)c(C#N)c2c1CCCC2	?	-25%	-5%	8%	3%	-8%[46.1 µM]	0.0%	5%
52	O=C(CN(C1CCCCC1)S(=O)(=O)c1ccc(Cl)cc1)NCCCO	-2%	-7%	4%	-2%	-5%	-3%[46.1 µM]	0.0%	-1%
53	Cc1[nH]n(-c2ncc(-c3ccccc3)s2)c(=O)c1C(c1ccc(Cl)cc1)C(C#N)C#N (stereo unspecified)	28µM*	-6%	-4%	4%	1%	?	0.0%	?
54	O=C(CO/N=C/c1ccc(Cl)cc1Cl)NNC(=O)c1cccc(Cl)c1	·	0%	0%	6%	·	8%	-1.8%	-28%
55	O=C1CNC(=O)/C1=C\c1ccc(O)cc1	?	-2%	-6%	0%	-3%	8%	-0.9%	-7%
56	Cc1noc(NS(=O)(=O)c2ccc(NC(=O)COc3ccc(Cl)cc3Cl)cc2)c1C	10%	-2%	-4%	2%	-3%	-5%[46.1 µM]	0.0%	-14%
57	CCc1c(C)sc(NC(=S)Nc2nc(C)cc(C)n2)c1C(=O)OC	?	4%	-2%	2%	0%	-43%	-0.1%	-17%
58	COc1ccc(-n2c(C)cc(/C=C3/SC(=O)N(CC(=O)N4CCOCC4)C3=O)c2C)cc1	?	5%	-4%	0%	3%	-23%	0.0%	-10%
